Bioassay records: PubChem, several laboratories
PMI inhibition: human PMI inhibitors, high substrate, primary screen, biochemical, fluorescence intensity, high mannose 6-phosphate (AID 1220) | recombinant PMI enzyme, coupled fluorescence intensity; higher % means a stronger effect | inhibition, % at 20 µM; hits with a dose series show IC50 in µM | Mannose-6-phosphate isomerase (Homo sapiens) | actives 0.66% (n = 190,000)
Ins promoter up: insulin promoter activators in MIN6 cells, imaging, high-content screening, mouse beta cells; actives 0.3% (n = 190,000); AID 1625, 2009; z-score at 5 µM; MIN6 insulin promoter-GFP reporter; stronger effect = higher value;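 active = z-score above 3 at 5 µM with at least 500 cells counted in the well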
TNAP activators: human TNAP enzyme activators, primary screen, biochemical, luminescent, no phosphate acceptor, uHTS (AID 1001). Alkaline phosphatase, tissue-nonspecific isozyme (Homo sapiens). actives 0.03% (n = 200,000). one-dose activation fold at 20 µM; EC50 in µM for titrated hits. purified TNAP, luminescent activation assay, no phosphate acceptor; higher activation fold means a stronger effect; in the data active = activation fold from about 3, or a potency from the dose series; inactive = the rest, 99 in 100 with activation fold below about 1.6; also: many of its hits are not listed in these tables
bCat nuc transl: modulators of beta-catenin nuclear translocation, primary screen, imaging, HeLa cells, immunofluorescence, high-content; actives 0.3% (n = 190,000); nuclear translocation activity, % at 5 µM;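 active = nuclear translocation activity above 50% at 5 µM, with a well cell count of 50 or more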;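 also: per-cell ratio of nuclear to cytoplasmic median beta-catenin stain intensity; plate controls were DMSO negative control for no effect and GSK-3 inhibitor IX positive control for full effect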
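Assay system: human HeLa cells, native beta-catenin; doses: 5 µM primary, 0.02–20 µM confirmation; incubation: compound treatment 24 h, 37°C, 5% CO2; technique: fluorescence imaging of beta-catenin antibody stain plus DAPI; measure: % activation, nuclear-to-cytoplasmic median beta-catenin signal ratio per cell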
PMI inhibitors: inhibitors of human PMI, primary screen, biochemical, fluorescence intensity, coupled assay (AID 1209) | Mannose-6-phosphate isomerase (Homo sapiens) | purified PMI enzyme, coupled fluorescence intensity; higher % means a stronger effect | inhibition, % at 20 µM; hits with a dose series show IC50 in µM | actives 0.42% (n = 190,000);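 also: plate controls were DMSO vehicle for no effect and wells lacking substrate for full effect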
Autophagy mod: autophagy modulators in MEF cells, primary screen, imaging, high-content, MEF GFP-LC3 | MEF GFP-LC3 puncta imaging; test concentration mostly 10 µM | calls only at 10 µM (by protocol) | actives 0.98% (n = 190,000) | AID 463193, 2010;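 active = percentage of spot-positive cells more than 3 SD above its plate mean, without a fluorescence outlier flag or 80% toxicity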;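 also: spot-positive cell cutoff set from DMSO-treated cells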
MT stabilizer: microtubule stabilizers in HeLa cells, primary screen, imaging, high-content imaging; % tubulin-high responders, % at 10 µM; HeLa tubulin immunostaining HCS, 24 h; share of cells brighter than vehicle mean+2SD; AID 2205, 2009; actives 0.83% (n = 200,000);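 active = plate Z-score above 3 for both tubulin-high and condensed-nucleus cell shares, with cell loss under 80%, at 10 µM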;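 also: anti alpha tubulin signal scored within the nucleus-defined area of each cell; some results filed as inactive read as strong as hits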
T cell modulator: modulators of CD8 T cell-vesicle binding, primary screen, mouse 2C CD8+ T cells, flow cytometry; calls only at 7 µM; 2C CD8+ T cell-vesicle binding; stronger effect = lower value; AID 2052, 2009; actives 0.068% (n = 330,000);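 active = response, share of CD8 T cells binding vesicles, and their 90th percentile fluorescence all below set limits, cut at about 80% in these data, passing the limit was not always enough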
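Read-out – percent CD8+ FL2 mean versus row control · System – murine 2C transgenic CD8+ T lymphocytes · Times – 1.5 h cell–vesicle binding at 37 °C, then 20 min icy labelling · Control set – naked vesicles low, QL9 vesicles with vehicle high · Detection – cytometric PE anti-B7-1 and Alexa647 anti-CD8 signals after 1% paraformaldehyde fixation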
Lipid droplet: inhibitors of hepatocyte lipid droplet formation, primary screen, imaging, high-throughput imaging, BODIPY stain; AML12 mouse hepatocytes, oleate lipid droplets; inhibition, % at 6.5 µM; actives 0.4% (n = 240,000);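 active = lipid droplet intensity inhibited by at least 50%, with more than 500 cells counted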
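Material – mouse AML12 hepatocyte cell line, fixed after treatment · Compound dosing – one dose, 6.5 µM compound · Times – compound with oleate, overnight · Measured by – Image-based BODIPY and DAPI two-channel analysis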
Ins promoter up cell count: also measured in Ins promoter up; calls as there; cell count; measured here: cytotoxicity, nuclei count;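 total cells summed across four imaged fields per well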
Lipid droplet cells 6.5 µM: recorded beside Lipid droplet, whose call it bears; cell count; measured here: cell count, cytotoxicity flag;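 cells counted across two imaged fields per well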
bCat nuc transl cell count 5 µM: also measured in bCat nuc transl; calls as there; cell count; measured here: cell count, cytotoxicity flag
T cell modulator vesicle-bound %: recorded beside T cell modulator, whose call it bears; double positive events, %; measured here: CD8+ vesicle-bound cell fraction;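 binding gate set so that unloaded-vesicle control wells show 10% double positive cells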
MT stabilizer Hoechst-high %: further read-out of MT stabilizer, marked with its call; % Hoechst-high responders; measured here: nuclear condensation Hoechst responders;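 share of cells brighter than vehicle mean plus two SD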
MT stabilizer cytotoxicity %: also measured in MT stabilizer; calls as there; toxicity, %; measured here: cytotoxicity by cell density;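 0% = mean cell density of plate MIN control wells and 100% = no cells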
Autophagy mod cell loss 18 h: second read-out of Autophagy mod, no call of its own (marks repeat the call); toxicity, %; measured here: cell loss, nuclei count;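 cell loss after 18 h compound exposure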
An asterisk follows results filed as active; i = inactive; . = no result given. Rule as the data show it, unless noted: active = inhibition above about 50%; inactive = the rest. Not all compounds are listed, so the mix of outcomes need not match the whole.

SMILES	PMI inhibition	Ins promoter up	Ins promoter up cell count	TNAP activators	bCat nuc transl	bCat nuc transl cell count 5 µM	PMI inhibitors	Autophagy mod	Autophagy mod cell loss 18 h	MT stabilizer	MT stabilizer Hoechst-high %	MT stabilizer cytotoxicity %	T cell modulator	T cell modulator vesicle-bound %	Lipid droplet	Lipid droplet cells 6.5 µM
COc1cc2c(C(=O)O)c(C)n(C)c2cc1Br	8%	-0.39	1221	1.1	1.8	1067	-4%	i	-11	3.9	1.1	14	i	48	2	592
Cc1nc2c(-c3ccccc3)c(C)nn2c(C)c1CCC(=O)N1CCC2(CC1)OCCO2	-2%	.	.	1.1	-3.5	1169	-1%	i	2	1.7	1.1	5.5	i	42	-13	688
Cc1ccc(-n2c(O)c(C=NCCC3=CCCCC3)c(=O)[nH]c2=O)cc1	-4%	-0.37	1279	1.1	-0.2	1134	-4%	i	-3	4.1	2.5	11	i	41	18	727
CN=C(SCC(=O)c1cccc(Cl)c1)c1c(O)n(C)c(=O)n(C)c1=O	.	0.6	989	.	0.0	1377	.	.	.	.	.	.	i	25	-1	644
CCOC(=O)c1ccc(NC(=O)C2C3C=CC(O3)C2C(=O)O)cc1 (stereo not given)	6%	0.79	1247	1.1	-2.8	1019	6%	i	-1	6.1	2.6	8.2	i	16	.	.
CCOC(=O)C(=O)NC1CCSC1=O (stereo not given)	0%	0.05	802	1.2	-1.2	1180	2%	i	-1	4.1	2.8	9.4	i	41	-2	782
Cc1ccc(-n2c(O)c(C=NCCN3CCOCC3)c(=O)[nH]c2=O)cc1	-21%	0.9	873	1.1	-3.8	983	-6%	i	3	0.8	0.8	5.6	i	32	9	767
C=C1N2CCC(CC2)C1(O)c1ccc(C)c(C)c1 (stereo not given)	-2%	0.2	1187	1.1	-3.4	1275	-10%	i	0	2.0	1.6	3.9	i	46	32	755
O=C1NC(=O)N(c2ccc(F)cc2)C(=O)/C1=C/c1ccc(N2CCOCC2)cc1	-4%	0.44	1118	1	-1.3	1120	-3%	i	0	4.8	2.9	6.9	i	30	5	675
CC1=C(C(=O)N2CCC3(CC2)OCCO3)C2(CCC(C)CC2)OC1=O (stereo not given)	5%	0.17	1180	1.1	-0.4	1065	3%	i	1	2.1	3.0	12	i	37	-4	676
O=[N+]([O-])c1ccc(N2CCOCC2)c2ccncc12	56%*	-0.11	1399	1	-2.6	1059	12%	i	11	2.6	3.1	9.3	i	24	3	683
COc1cc2c(cc1OC)-c1c(OC)c(OC)cc3c1[C@H](C2)N(C)CC3	-16%	-0.9	1086	1.1	-3.7	499	-38%	i	-2	4.8	2.0	7.2	i	40	0	649
CCCCn1c(O)c(C(C)=Nc2cccc(C(=O)O)c2)c(=O)[nH]c1=O	-6%	-0.11	1348	1.1	.	.	-2%	i	1	4.1	1.4	67	i	27	15	709
CCCCCCN=Cc1c(O)n(C)c(=O)n(C)c1=O	-7%	-0.51	1651	1.1	-2.4	1381	-3%	i	7	2.2	2.5	9.7	i	4	.	.
O=P(Oc1ccccc1)(Oc1ccccc1)N1CCN(c2ccc(F)cc2)CC1	.	-0.59	1098	.	1.1	1291	.	.	.	.	.	.	i	24	-32	722
COc1ccc(CNC(C)Cc2cccs2)cc1 (stereo not given)	-15%	-0.73	1154	1.1	2.2	1002	-15%	i	-1	4.5	3.7	14	i	1	-7	700
CCOC(=O)c1c(C)n(Cc2ccc(F)cc2)c2ccc(O)cc12	.	0.76	1093	.	0.5	1389	.	.	.	.	.	.	i	47	2	642
CCCS(=O)(=O)N1CCC(C(=O)N2CCC3(CC2)OCCO3)CC1	-10%	0.57	1334	1.1	5.8	1424	-6%	i	-7	2.3	3.0	9.4	i	58	.	.
Cc1cc(N2CCOCC2)nc2ccc(NC(=O)CCC(=O)N3CCC4(CC3)OCCO4)cc12	4%	-0.84	1571	1.1	-0.1	1454	0%	i	-7	5.5	2.6	6.8	i	34	.	.
CNC(=O)N(C)c1ccc(C(O)(C(=O)OC)C(F)(F)F)cc1 (stereo not given)	.	1.1	1022	.	-1.2	1404	.	.	.	.	.	.	i	28	10	696
Cc1cc(/C=C2\C(=O)NC(=O)N(C)C2=O)c(C)n1-c1ccc2c(c1)OCO2	18%	0.52	1366	1.1	-3.7	1015	6%	i	7	3.9	1.0	1.1	i	36	.	.
COc1ccc(-c2cc(=Nc3cccc(C(=O)O)c3)c3cc(C)ccc3o2)cc1	-3%	0.69	1255	1.1	-1.8	1124	-16%	i	9	5.3	1.5	2.7	i	38	-32	726
CC(NCC#Cc1ccccc1)C(O)c1ccccc1 (stereo not given)	-5%	-1.3	1507	1.1	-3.6	1036	-4%	i	5	1.8	2.6	4.1	i	31	-7	696
CCN1C(=O)/C(=C/c2ccc(N(CC)CC)cc2OC)C(=O)NC1=S	-2%	1.8	1423	0.7	1.7	1448	-9%	i	13	3.8	0.4	3.0	i	62	23	652
CCCN1CC(C)C(OC(C)=O)(c2ccccc2)CC1C (stereo not given)	-12%	.	.	1.1	-0.3	1080	-16%	i	-2	3.9	2.3	2.4	i	15	-6	753

More results:
SMILES	PMI inhibition	Ins promoter up	Ins promoter up cell count	TNAP activators	bCat nuc transl	bCat nuc transl cell count 5 µM	PMI inhibitors	Autophagy mod	Autophagy mod cell loss 18 h	MT stabilizer	MT stabilizer Hoechst-high %	MT stabilizer cytotoxicity %	T cell modulator	T cell modulator vesicle-bound %	Lipid droplet	Lipid droplet cells 6.5 µM
CCCC(=O)c1c(O)[nH]c(=O)[nH]c1=O	-5%	-0.38	1211	1.1	-2.0	1172	1%	i	-11	0.9	1.1	8.0	i	14	-4	735
Cn1c(O)c(C=NCCc2c[nH]c3ccccc23)c(=O)n(C)c1=O	-6%	-0.3	1555	1.1	-4.0	1027	-4%	i	25	6.0	2.1	4.6	i	10	.	.
CC(=Nc1ccc2c(c1)CCC2)c1c(O)n(C)c(=O)n(C)c1=O	8%	0.43	1124	1	-0.7	1192	3%	.	.	.	.	.	i	54	.	.
CC(=O)[C@H]1CC[C@H]2[C@@H]3CC[C@H]4C[C@H](O)CC[C@]4(C)[C@H]3C(=O)C[C@]12C	-4%	.	.	1.1	.	.	-1%	i	-60	2.5	1.7	4.2	i	34	-5	698
O=C(CCCC1=NS(=O)(=O)c2ccccc2N1)N1CCC2(CC1)OCCO2	5%	-0.09	1510	1.2	1.0	1360	4%	i	-2	3.3	3.1	2.1	i	25	.	.
Cc1ccc(C(=O)NC(O)C(Cl)(Cl)Cl)cc1 (stereo not given)	-16%	0.24	1484	1	-1.1	1097	-4%	i	-12	2.9	3.2	8.8	i	28	0	708
OC(CNCCc1c[nH]c2ccccc12)C(F)(F)F (stereo not given)	-1%	-0.52	1439	1.1	-1.7	1049	6%	i	-1	3.9	1.9	3.0	i	47	13	741
CSc1ncc(/C=C2/C(=O)NC(=O)N(c3ccc(Cl)cc3)C2=O)cn1	-29%	0.13	1350	1.1	-0.4	1114	-31%	i	2	1.4	1.8	6.5	.	.	7	750
Cc1nn(C)c(C)c1P(=S)(c1c(C)nn(C)c1C)N(C)C	-1%	-0.92	927	1.1	-0.3	1180	-1%	i	14	1.8	2.1	8.1	i	33	.	.
CC(C)CCNC(=O)c1cc(C(=O)c2cc(F)ccc2O)cn(CCC(C)C)c1=O	-12%	.	.	1	-2.4	1069	-14%	i	37	2.5	1.4	3.0	i	54	-4	702
CN1CC(C(=O)c2ccccc2)C(C(=O)c2ccccc2)C1 (stereo not given)	-14%	0.31	1183	1	2.7	1346	-14%	i	-23	2.2	1.6	9.6	i	54	.	.
CC(C)Sc1nnc([C@@H](N)Cc2c[nH]c3ccccc23)o1	-8%	-0.5	1247	1.2	-3.6	1046	-12%	i	-14	1.9	3.5	10	i	44	.	.
O=C1NC(=O)N(CCNc2ncc(C(F)(F)F)cc2Cl)C(=O)C1/C=N/OCc1c(F)cccc1Cl (stereo not given)	-5%	0.73	1541	1	1.5	1392	-6%	i	46	1.6	1.5	3.7	i	19	.	.
Cc1ccc(N=C(N(C)C)P(=O)(N(C)C)N(C)C)cc1	-16%	-1	1163	1	-0.7	1117	-11%	i	6	1.5	3.1	7.2	i	67	2	661
O=c1[nH]c(=S)n(Cc2ccc(F)cc2)c(O)c1/C=N/N1CCCCC1	15%	.	.	1.2	-0.9	923	23%	i	12	5.9	2.0	6.9	i	18	-22	566
COc1nc2ccccc2c(=O)n1-c1ccc(Cl)cc1	6%	0.24	1281	1.1	.	.	9%	i	7	5.0	2.6	6.1	i	39	-1	652
CCC(=O)N1CC(=O)Nc2ccc(Br)cc2C1c1ccccc1 (stereo not given)	2%	0.55	1541	1	-0.4	932	4%	i	1	3.3	3.1	7.1	i	60	6	729

One compound at a time (already shown).
`CN1CC(C(=O)c2ccccc2)C(C(=O)c2ccccc2)C1` (stereo not given) is entered as PMI inhibition = -14%; Ins promoter up = 0.31; Ins promoter up cell count = 1183; TNAP activators = 1; bCat nuc transl = 2.7; bCat nuc transl cell count 5 µM = 1346; PMI inhibitors = -14%; Autophagy mod = i; Autophagy mod cell loss 18 h = -23; MT stabilizer = 2.2; MT stabilizer Hoechst-high % = 1.6; MT stabilizer cytotoxicity % = 9.6; T cell modulator = i; T cell modulator vesicle-bound % = 54; Lipid droplet = .; Lipid droplet cells 6.5 µM = .
`O=C1NC(=O)N(CCNc2ncc(C(F)(F)F)cc2Cl)C(=O)C1/C=N/OCc1c(F)cccc1Cl` (stereo not given) is entered as PMI inhibition = -5%; Ins promoter up = 0.73; Ins promoter up cell count = 1541; TNAP activators = 1; bCat nuc transl = 1.5; bCat nuc transl cell count 5 µM = 1392; PMI inhibitors = -6%; Autophagy mod = i; Autophagy mod cell loss 18 h = 46; MT stabilizer = 1.6; MT stabilizer Hoechst-high % = 1.5; MT stabilizer cytotoxicity % = 3.7; T cell modulator = i; T cell modulator vesicle-bound % = 19; Lipid droplet = .; Lipid droplet cells 6.5 µM = .
